NadD inh: NadD (S. aureus) enzyme inhibition; purified NadD enzyme, colorimetric absorbance read-out; inhibition, % at 20 µM; hit rate 0.78% among 360,000; AID 602399; in the data active = inhibition above about 26%; also: some compounds past the cut are filed as inactive
DNMT1 block: inhibitors of human DNMT1; P26358; DNMT1 molecular beacon, Hinp1I cleavage, fluorescence; inhibition (reported as % activation of signal), % at 10 µM; hit rate 0.83% among 360,000; in the data active = inhibition above about 50%
SKN-1 block: inhibitors of C. elegans SKN-1. C. elegans VP596 Pgst-4::GFP/RFP ratio, acrylamide-induced, 24 h. inhibition, % at 21.8 µM. hit rate 0.49% among 360,000;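 active = interference check ratio from 0.5 to 1.5 plus GFP to RFP signal ratio inhibition reaching or exceeding a fixed threshold, cut at about 30% in these data, passing the limit was not always enough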; also: some compounds called inactive have numbers as strong as hits
MT1-MMP act inh: MT1-MMP (human) activation inhibition. HT1080 RFP-PRO-GFP cells, GFP/RFP ratio fluorescence, overnight; percent of plate control window, DMSO zero. GFP/RFP ratio change, % at 20 µM. hit rate 0.061% among 360,000. AID 651647;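 active = GFP/RFP ratio change of at least 30% with cell ATP level not reduced by more than half and red fluorescence within 50% of control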; also: strong numbers were not always called active
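Material – HT1080 RFP-PRO-GFP cells · Control set – DMSO wells and RFP-L50D-GFP cells · Incubation – overnight cell settling, then overnight compound exposure, 37 °C, 5% CO2 · Compound dosing – single-point 20 µM compound, 1% DMSO · Read-out – GFP/RFP fluorescence ratio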
SUMO1 PPI mod: modulators of human SUMO1-mediated protein-protein interactions. P63165. SUMO1 binding to a labelled peptide, TR-FRET, 1 h. inhibition, % at 20 µM. hit rate 0.33% among 360,000; in the data active = inhibition above about 37%
Target sequence (P63165 whole entry, looked up): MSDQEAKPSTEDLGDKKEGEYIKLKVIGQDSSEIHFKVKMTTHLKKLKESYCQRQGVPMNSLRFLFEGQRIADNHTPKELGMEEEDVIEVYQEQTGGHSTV
STEP block: STEP (human) phosphatase inhibition; inhibition, % at 20 µM; recombinant STEP, OMFP fluorogenic substrate, fluorescence; hit rate 0.25% among 360,000; P54829;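 active = inhibition at 20 µM, scaled per plate between control wells, above about 37%, limit read from the data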;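 also: 0% = DMSO with enzyme and substrate and 100% = substrate only without enzyme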
Target sequence (P54829 whole entry, looked up): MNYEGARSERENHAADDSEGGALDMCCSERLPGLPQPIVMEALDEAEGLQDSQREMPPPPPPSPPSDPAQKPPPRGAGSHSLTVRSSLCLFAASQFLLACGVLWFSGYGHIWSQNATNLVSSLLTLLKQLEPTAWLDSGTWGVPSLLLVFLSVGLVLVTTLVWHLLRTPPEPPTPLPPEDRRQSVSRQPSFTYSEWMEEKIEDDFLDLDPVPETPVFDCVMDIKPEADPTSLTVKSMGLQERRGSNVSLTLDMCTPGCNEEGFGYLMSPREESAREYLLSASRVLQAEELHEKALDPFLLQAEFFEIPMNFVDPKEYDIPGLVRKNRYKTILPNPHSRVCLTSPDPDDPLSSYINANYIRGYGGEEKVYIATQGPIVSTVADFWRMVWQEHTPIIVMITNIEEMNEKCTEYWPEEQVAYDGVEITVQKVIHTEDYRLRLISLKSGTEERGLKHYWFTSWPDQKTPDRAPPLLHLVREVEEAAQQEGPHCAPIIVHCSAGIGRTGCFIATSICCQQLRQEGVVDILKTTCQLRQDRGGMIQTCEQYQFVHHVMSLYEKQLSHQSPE
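medium = Bis-Tris buffer pH 6.0, 2.5 mM DTT, 0.005% Tween 20 | test system = STEP (striatal-enriched tyrosine phosphatase) enzyme, cell-free | measure = normalized % inhibition | compound dosing = 20 µM, 1% DMSO | also added = 25 µM OMFP | schedule = reaction 20 min, ambient temperature | measured by = fluorescence read at 480 nm ex / 540 nm em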
Rpn11 block: blocks the human proteasome subunit Rpn11; human 26S proteasome, Ub4-pepOG fluorescence polarization; 20S core pre-blocked with epoxomicin; calls only at 20 µM; hit rate 0.59% among 360,000; AID 588493;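 active = inhibition at 20 µM, scaled to each plate's controls, above about 33%, limit read from the data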
CendR NRP1 mod: modulators of CendR peptide binding to human neuropilin-1; AID 602438; inhibition, % at 25 µM; hit rate 0.85% among 360,000; O14786; FAM-RPARPAR peptide binding to NRP-1, fluorescence polarization;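 active = inhibition or corrected inhibition above about 18%, plus a signal ratio from 0.5 to 1.5, limit read from the data, passing the limit was not always enough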; also: strong numbers were not always called active
Scp1 inh: blocks human Scp-1 phosphatase activity; Q9GZU7; Recombinant Scp1, phosphopeptide, malachite green phosphate absorbance; inhibition, % at 20 µM; hit rate 0.88% among 340,000; AID 493091;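 active = inhibition above about 50% at 20 µM, limit read from the data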;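 also: plate controls were DMSO wells with enzyme for no effect and wells lacking enzyme for full effect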
Target sequence (Q9GZU7 76-261 limits assumed): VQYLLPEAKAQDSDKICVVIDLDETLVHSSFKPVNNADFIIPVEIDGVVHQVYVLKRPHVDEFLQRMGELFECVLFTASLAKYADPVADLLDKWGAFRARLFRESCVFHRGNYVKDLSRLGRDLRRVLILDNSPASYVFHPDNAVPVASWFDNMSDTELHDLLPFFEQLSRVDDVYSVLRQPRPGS
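Times: enzyme reaction 45 min at room temperature, colour 5 min, stabilisation 30 min. Material: SCP-1 catalytic fragment, aa 76-261. Medium: Acidic Tris acetate buffer with magnesium and detergent. Signal: colorimetric free-phosphate detection, absorbance 630 nm. Read-out basis: % inhibition of SCP-1 phosphate liberation. Reagent: Phosphorylated 17-residue peptide substrate.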
LMPTP inh: LMPTP (human) inhibition; P24666; recombinant LMPTP-A, OMFP fluorogenic substrate, fluorescence intensity; inhibition, % at 20 µM; hit rate 0.22% among 360,000;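 active = compounds that cut the enzyme signal by at least half of the control window in the single-dose screen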;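 also: plate controls were DMSO wells with enzyme plus substrate for no effect and substrate without enzyme for full effect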
Target sequence (P24666 whole entry, looked up): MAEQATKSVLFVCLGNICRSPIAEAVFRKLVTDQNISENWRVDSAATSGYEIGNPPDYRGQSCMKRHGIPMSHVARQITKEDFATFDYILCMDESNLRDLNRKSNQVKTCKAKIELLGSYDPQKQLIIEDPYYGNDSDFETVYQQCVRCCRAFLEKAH
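Test system: LMPTP-A phosphatase enzyme. Amount: LMPTP-A at 0.625 nM final in the reaction. Reagent: OMFP substrate, 400 µM final. Times: 50 min at room temperature. Signal: endpoint fluorescence intensity from OMFP dephosphorylation. Read-out basis: % inhibition. Benchmarks: no-enzyme and uninhibited controls.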
The depositor's hits bear a star; i = inactive; · = no result given.

SMILES | NadD inh | DNMT1 block | SKN-1 block | MT1-MMP act inh | SUMO1 PPI mod | STEP block | Rpn11 block | CendR NRP1 mod | Scp1 inh | LMPTP inh
Cc1cccc(NC(=O)CCNC(=O)c2ccc(Br)cc2)c1C | -1.7 | -1.8 | -18.1 | 1.7 | -4.4 | -2.0 | i | 2.0 | 7.5 | 0.0
CCOC(=O)/C=C(\C)Sc1cc(=O)oc2ccccc12 | -5.7 | -0.4 | 3.2 | -8.1 | -3.2 | 2.4 | i | 2.5 | -6.0 | -0.6
O=C(COC(=O)C1CCN(S(=O)(=O)c2ccccc2C(F)(F)F)CC1)NCc1ccc(F)cc1 | -2.1 | -3.9 | 10.7 | 8.0 | -1.2 | -3.2 | i | -2.2 | -11.8 | -0.3
O=C(COc1ccccc1)NCC(c1ccco1)N1CCN(c2ccccc2)CC1 (stereo not drawn) | -2.5 | 0.8 | 3.8 | 7.7 | 6.6 | -0.9 | i | 0.9 | 3.7 | 1.1
O=C(NCc1ccccc1)C(c1ccc(O)cc1)N(C(=O)Cn1nnc(-c2cccs2)n1)c1ccc2c(c1)OCCO2 (stereo not drawn) | 15.1 | -9.2 | 6.3 | -0.9 | 0.0 | -1.2 | i | 3.3 | 0.4 | 2.0
Nc1nsnc1C(=O)NCCO | -1.8 | -1.5 | -1.0 | -5.7 | 25.5 | -0.3 | i | 3.3 | -8.4 | -0.4
COc1ccc(/C=C2/SC(=S)N(NS(=O)(=O)c3ccc(C)cc3)C2=O)cc1 | 20.2 | 4.4 | 18.0 | 2.1 | -9.4 | 1.4 | i | -52.8 | -3.4 | 3.1
COc1ccc(C(=O)Cn2c(Br)nc3c2c(=O)n(C)c(=O)n3C)cc1OC | 1.9 | 3.4 | -2.6 | 10.4 | -0.9 | 1.6 | i | -6.3 | -0.1 | -0.7
O=C(O)C1C2C=CC(C2)C1C(=O)Nc1cccc(F)c1 (stereo not drawn) | 3.0 | -0.5 | 7.7 | 6.1 | -0.6 | 2.1 | i | -7.7 | -2.5 | -1.6
CC(C)C[C@H](NC(=O)c1[nH]cnc1C(=O)N[C@@H](C)C(=O)OC(C)(C)C)C(=O)OCc1ccccc1 | 9.3 | -5.5 | -15.2 | -5.8 | 3.6 | -1.1 | i | 2.2 | -11.0 | 2.0
CCC1(c2ccccc2)NC(=O)N(CC(=O)NNC(=O)c2ccoc2C)C1=O (stereo not drawn) | 0.4 | -0.7 | 5.1 | 2.7 | 2.9 | -0.6 | i | -0.7 | -6.6 | -1.0
Cc1ccc(Cl)cc1N1CCN(C(=O)C2CCN(S(=O)(=O)c3c(C)nn(C)c3C)CC2)CC1 | -1.7 | -2.2 | 19.2 | 8.9 | 10.5 | 0.4 | i | -10.2 | 3.3 | 0.0
N#Cc1cccnc1N1CCN(C(=O)c2cccc3c2C(=O)c2ccc(Cl)cc2S3(=O)=O)CC1 | 7.3 | -11.0 | 11.4 | 3.1 | -26.4 | 0.5 | i | -15.5 | -5.8 | 1.0
O=C(NC(=S)Nc1ccccc1Br)c1ccc2c(c1)OCO2 | -2.8 | 0.0 | 0.9 | 1.6 | 2.1 | 0.4 | i | 15.4 | -7.3 | 1.0
Nc1ccccc1-c1nc2ccccc2[nH]1 | 0.9 | 3.0 | 21.2 | 3.5 | -1.0 | 0.3 | i | -3.0 | -10.7 | 0.5
COc1ccc(N2CCN(C(=O)c3cc(-c4ccc(F)cc4)[nH]c3C)CC2)cc1 | -8.7 | -5.9 | 17.6 | -3.5 | 2.2 | -1.6 | i | -6.4 | -6.8 | 1.1
COc1cccc(CN2C(=O)[C@H]3Cc4c([nH]c5ccccc45)C(C)(C)N3C2=O)c1 | -8.9 | -2.3 | 3.8 | 6.8 | 5.1 | -0.6 | i | -2.2 | -1.6 | 3.5
Cc1cc2nccc(-c3ccc(Cl)c([N+](=O)[O-])c3)n2n1 | -7.2 | -1.2 | -9.9 | -7.5 | -18.1 | -3.6 | i | -0.4 | 4.6 | -0.8
O=C(NCCCNC(=O)c1cc(Cl)ccc1Cl)c1cnccn1 | 1.4 | -2.5 | 14.7 | -1.5 | -2.3 | -4.0 | i | 4.2 | -10.1 | -0.2
O=c1c(=O)n(CCO)n(CCO)c(=O)n1CCO | -6.6 | -0.8 | 0.1 | -2.5 | 2.4 | -0.5 | i | -9.5 | · | -2.2
O=C(CNC(=O)N1CC(=O)Nc2ccccc21)NCCCc1ccccc1 | 1.8 | 6.0 | 9.7 | -0.8 | -0.2 | -2.2 | i | -10.6 | · | 0.7
O=C(Nc1ccn(-c2ccccc2)n1)c1ccc(S(=O)(=O)N2CCCCCC2)cc1 | -6.1 | -3.0 | 0.9 | -8.6 | -2.1 | 1.2 | i | -5.7 | -6.3 | 0.3
CCOc1cc(C(=S)N2CCOCC2)ccc1OS(=O)(=O)c1ccccc1 | 0.0 | -4.0 | -11.0 | 6.6 | -0.8 | -4.1 | i | 5.6 | -9.8 | 0.0
CCNC(=S)NCCN1CCCCC1 | 8.5 | 3.3 | 2.7 | -1.8 | 1.1 | 2.8 | i | 19.7 | -4.3 | -5.0
Cc1ccc(S(=O)(=O)N[C@H](C(=O)N2CCC(C(=O)N[C@@H](CCC(N)=O)C(=O)O)CC2)C(C)C)cc1 | 6.1 | -0.9 | 8.5 | 4.5 | 3.9 | 1.9 | i | 7.8 | 12.2 | -1.1
Cc1cc(N/C=C/C(=O)c2cccc3ccccc23)no1 | -0.7 | -5.7 | 0.1 | -0.6 | -14.1 | 0.5 | i | -10.1 | -13.9 | -0.3
Cc1ccc(S(=O)(=O)N2CCCCC2C(=O)Nc2nncs2)cc1 (stereo not drawn) | 0.8 | -0.3 | -8.0 | -0.9 | 0.2 | -2.9 | i | 13.8 | -1.7 | -0.5
CCN(CC)CC(O)Cn1c(-c2ccccc2Cl)nc2ccccc21 (stereo not drawn) | -3.2 | 0.3 | 4.2 | -1.3 | -1.1 | -3.0 | i | 2.0 | -2.2 | -1.3
COc1ccc(NC(=O)OC(C)C)cc1 | -7.1 | 0.8 | 13.7 | 2.1 | 0.7 | 1.5 | i | 16.7 | 8.2 | 0.6
Cc1nc(-c2ccccc2)sc1C(=O)Nc1ccc(S(N)(=O)=O)cc1 | -1.6 | -1.9 | 11.2 | 4.1 | -11.1 | -3.1 | i | 4.4 | -5.7 | 0.9
CCc1nc2ccccc2c(C(=O)OCC(=O)Nc2cccc(S(=O)(=O)NC3=NCCCCC3)c2)c1C | -1.9 | -1.6 | -5.0 | 2.1 | 19.9 | -1.6 | i | -9.8 | -9.0 | 2.0
CCc1ccc(N/C(N)=N/c2nc(CSc3ccccn3)cc(=O)[nH]2)cc1 | -1.7 | -4.2 | 7.5 | -3.0 | 2.9 | 3.9 | i | 10.6 | -8.4 | 2.4
CN(CC(=O)NCc1ccc(F)cc1)Cc1cccc(Cl)c1 | -4.6 | 1.8 | 5.2 | -0.3 | 0.8 | 0.0 | i | 9.7 | 1.8 | -1.0
COc1ccc(NC(=O)COC(=O)CCOc2ccccc2C)cc1Cl | -4.8 | -2.6 | 7.0 | 4.8 | 0.5 | -0.2 | i | 4.2 | -6.9 | 0.4
CCN(CCCNc1cc2c(c(N)c1S(=O)(=O)O)C(=O)c1ccccc1C2=O)c1ccccc1 | 51.8* | 24.5 | 15.0 | 17.5 | 35.1 | 1.7 | i | 24.3 | · | 8.0
COc1ccc(S(=O)(=O)N2CCN(C(=O)NCc3ccccc3)CC2)cc1 | 0.7 | 0.7 | 8.5 | 0.4 | 0.0 | -5.5 | i | 1.8 | -4.6 | -0.5
COCC(=O)Nc1cc([N+](=O)[O-])ccc1C | 6.8 | 1.3 | -17.3 | 0.8 | -8.4 | -5.2 | i | -9.3 | -1.6 | -1.3
C=C(C)C(=O)OC1(C(F)(F)F)Oc2cc(C)ccc2NC1=O (stereo not drawn) | -6.1 | -2.6 | 5.1 | 2.4 | 2.3 | -0.5 | i | 5.5 | -6.7 | 1.2
CCOC(=O)/C(C#N)=C/c1ccc(OC(=O)c2ccccn2)cc1 | -4.8 | 2.2 | 16.2 | -6.6 | -11.6 | 0.9 | i | -49.8 | -0.9 | -1.0
C=CCNC(=O)c1sc(SC)cc1-c1ccc(Cl)cc1 | -6.6 | -2.8 | -1.0 | -6.7 | -5.6 | -0.5 | i | -1.7 | 2.1 | 0.3

Complete entries, quoted from the list:
Listed for `CCc1ccc(N/C(N)=N/c2nc(CSc3ccccn3)cc(=O)[nH]2)cc1` : NadD inh = -1.7; DNMT1 block = -4.2; SKN-1 block = 7.5; MT1-MMP act inh = -3.0; SUMO1 PPI mod = 2.9; STEP block = 3.9; Rpn11 block = i; CendR NRP1 mod = 10.6; Scp1 inh = -8.4; LMPTP inh = 2.4
Listed for `CN(CC(=O)NCc1ccc(F)cc1)Cc1cccc(Cl)c1` : NadD inh = -4.6; DNMT1 block = 1.8; SKN-1 block = 5.2; MT1-MMP act inh = -0.3; SUMO1 PPI mod = 0.8; STEP block = 0.0; Rpn11 block = i; CendR NRP1 mod = 9.7; Scp1 inh = 1.8; LMPTP inh = -1.0
Listed for `COCC(=O)Nc1cc([N+](=O)[O-])ccc1C` : NadD inh = 6.8; DNMT1 block = 1.3; SKN-1 block = -17.3; MT1-MMP act inh = 0.8; SUMO1 PPI mod = -8.4; STEP block = -5.2; Rpn11 block = i; CendR NRP1 mod = -9.3; Scp1 inh = -1.6; LMPTP inh = -1.3

Additional compounds follow.
SMILES | NadD inh | DNMT1 block | SKN-1 block | MT1-MMP act inh | SUMO1 PPI mod | STEP block | Rpn11 block | CendR NRP1 mod | Scp1 inh | LMPTP inh
CCCCCCCCCC(=O)N[C@H](CN1CCOCC1)[C@H](O)c1ccccc1 | -7.5 | 1.6 | -2.1 | -0.8 | -0.5 | 1.0 | i | -2.6 | -1.2 | -1.2
Cc1ccc(OCC(=O)Nc2cccc(S(=O)(=O)N3CCCCCC3)c2)c([N+](=O)[O-])n1 | -9.9 | -4.2 | 3.3 | 9.3 | -22.8 | 1.5 | i | -7.1 | -11.3 | 3.0
COc1cc(NC(=O)N2CCc3nc(Nc4cc(Cl)cc(Cl)c4)ncc3C2)cc(OC)c1OC | 7.2 | -6.0 | 5.2 | 4.6 | 12.1 | -0.1 | i | -7.1 | · | 4.3
O=[N+]([O-])c1ccc(O)c(C=Nc2ccc3c(c2)OCCO3)c1 | 2.2 | -1.4 | -9.8 | 3.0 | -5.1 | -2.6 | i | 1.2 | -7.1 | -1.4
Cn1cc([N+](=O)[O-])c(C(=O)Nc2ccc3c(c2)OCCO3)n1 | 6.6 | 1.6 | 5.2 | 1.6 | -23.0 | -1.2 | i | 5.1 | 0.5 | -1.0
